Tb MetRS inh = Trypanosoma brucei MetRS inhibition; 360,000 compounds, 0.4% hits; inhibition, % at 11.9 µM; AID 624268; purified T. brucei MetRS, ATP depletion, Kinase-Glo luminescence;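 active means inhibition above a per-plate cutoff of the control wells' mean inhibition plus 3 SD, cut at about 5.5% in these data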;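 further: 0% = DMSO wells median and 100% = median of wells with control inhibitor compound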
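Assay system: T. brucei methionyl-tRNA synthetase, purified | Medium: HEPES buffer with MgCl2, KCl, DTT, spermine, BSA, pyrophosphatase | Compound: 11.9 µM single point | Incubation: 15 min enzyme-compound preincubation, 2 h reaction, 10 min detection, 25 °C | Measured by: Kinase-Glo luciferase luminescence reporting remaining unconsumed ATP | Measure: % inhibition normalized to control-well medians | Replication: Singlicate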
DNMT1 inh = inhibitors of human DNMT1; DNMT1 molecular beacon, Hinp1I cleavage, fluorescence; inhibition (reported as % activation of signal), % at 10 µM; 360,000 compounds, 0.83% hits; AID 588458; in the data active means inhibition above about 50%
NRP1-CendR mod = alters CendR peptide binding to human NRP-1. AID 602438. 360,000 compounds, 0.85% hits. FAM-RPARPAR peptide binding to NRP-1, fluorescence polarization. O14786. inhibition, % at 25 µM;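 active means inhibition or corrected inhibition above about 18%, plus a signal ratio from 0.5 to 1.5, limit read from the data, passing the limit was not always enough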; further: strong numbers were not always called active
bovine MsrA act = activators of bovine methionine sulfoxide reductase A. activation, % at 10.6 µM. purified bovine MsrA, absorbance read-out. AID 602163. 360,000 compounds, 0.3% hits; in the data active means activation above about 7.5%;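 further: 0% = vehicle and 100% = reference activator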
SUMO1 PPI mod = alters human SUMO1 binding to SIM partners; P63165; SUMO1 binding to a labelled peptide, TR-FRET, 1 h; inhibition, % at 20 µM; 360,000 compounds, 0.33% hits; in the data active means inhibition above about 37%
Target sequence (P63165 whole entry, looked up): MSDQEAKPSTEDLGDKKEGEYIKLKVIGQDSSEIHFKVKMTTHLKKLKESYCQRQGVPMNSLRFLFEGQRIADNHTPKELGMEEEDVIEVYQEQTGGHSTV
LMPTP block = LMPTP (human) inhibition; P24666; recombinant LMPTP-A, OMFP fluorogenic substrate, fluorescence intensity; inhibition, % at 20 µM; 360,000 compounds, 0.22% hits; AID 651560;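 active means compounds that cut the enzyme signal by at least half of the control window in the single-dose screen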;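 further: plate controls were DMSO wells with enzyme plus substrate for no effect and substrate without enzyme for full effect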
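Material: LMPTP-A; amount: 0.625 nM enzyme; doses: single 20 µM dose; times: reaction 50 min, room temperature, dark; technique: fluorescence intensity of OMFP turnover product; benchmarks: no-enzyme and uninhibited controls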
Scp1 inh = blocks human Scp-1 phosphatase activity; Recombinant Scp1, phosphopeptide, malachite green phosphate absorbance; AID 493091; Q9GZU7; inhibition, % at 20 µM; 340,000 compounds, 0.88% hits;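 active means inhibition above about 50% at 20 µM, limit read from the data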;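 further: plate controls were DMSO wells with enzyme for no effect and wells lacking enzyme for full effect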
Target sequence (Q9GZU7 76-261 limits assumed): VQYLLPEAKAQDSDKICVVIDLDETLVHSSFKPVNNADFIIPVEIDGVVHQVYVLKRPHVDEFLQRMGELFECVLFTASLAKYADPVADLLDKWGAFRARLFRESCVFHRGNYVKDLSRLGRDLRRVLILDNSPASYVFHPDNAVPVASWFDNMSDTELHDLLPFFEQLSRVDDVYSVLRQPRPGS
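System: SCP-1 catalytic domain; Reagent: Phospho 17-mer peptide substrate; Doses: one concentration, 20 µM, with 1.0% DMSO; Incubation: 45 min room-temperature reaction, 5 min colour, 30 min stabiliser; Signal: Phosphate-binding colour reagent, absorbance read at 630 nm.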
STEP inh = blocks human striatal-enriched tyrosine phosphatase. P54829. recombinant STEP, OMFP fluorogenic substrate, fluorescence. inhibition, % at 20 µM. 360,000 compounds, 0.25% hits. AID 588621;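 active means inhibition at 20 µM, scaled per plate between control wells, above about 37%, limit read from the data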;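 further: 0% = DMSO with enzyme and substrate and 100% = substrate only without enzyme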
Target sequence (P54829 whole entry, looked up): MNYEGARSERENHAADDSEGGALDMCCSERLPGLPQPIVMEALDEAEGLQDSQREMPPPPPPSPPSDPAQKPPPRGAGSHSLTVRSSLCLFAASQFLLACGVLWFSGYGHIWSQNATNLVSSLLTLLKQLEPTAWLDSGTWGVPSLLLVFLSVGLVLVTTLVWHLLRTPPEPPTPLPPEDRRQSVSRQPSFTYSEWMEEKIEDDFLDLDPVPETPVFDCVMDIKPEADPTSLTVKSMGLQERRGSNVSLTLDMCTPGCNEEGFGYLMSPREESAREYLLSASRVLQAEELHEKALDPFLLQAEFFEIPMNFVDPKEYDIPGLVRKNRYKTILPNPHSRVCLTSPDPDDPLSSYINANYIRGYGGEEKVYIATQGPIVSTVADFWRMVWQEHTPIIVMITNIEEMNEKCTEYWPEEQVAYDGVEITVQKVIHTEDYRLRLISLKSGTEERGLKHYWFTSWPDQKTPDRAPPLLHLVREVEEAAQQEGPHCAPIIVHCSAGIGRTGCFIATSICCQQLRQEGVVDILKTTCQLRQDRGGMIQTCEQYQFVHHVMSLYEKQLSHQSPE
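System: STEP phosphatase, cell-free reaction; Buffer or medium: Bis-Tris pH 6.0 buffer with DTT, detergent; Incubation: 20 min at room temperature, dark; Measured by: fluorescence, 480/540 nm.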
MsrA inhibitor = inhibits bovine methionine sulfoxide reductase A. 360,000 compounds, 0.75% hits. inhibition, % at 15.5 µM. purified bovine MsrA, absorbance read-out. AID 651718; in the data active means inhibition above about 4.5%;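 further: 0% = vehicle wells with enzyme and 100% = reference inhibitor wells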
eLon inh = inhibitors of E. coli Lon protease; P0A9M0; purified E. coli Lon protease, fluorescence polarization; inhibition, % at 7.94 µM; 360,000 compounds, 0.42% hits; AID 602123; in the data active means inhibition above about 13%, passing the limit was not always enough;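 further: 0% = enzyme with probe and DMSO and 100% = no enzyme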
Active calls of the source: *; · = not tested or not shown. Compounds were not picked by outcome (roughly 4.3% active in at least one column).

Compound	Tb MetRS inh	DNMT1 inh	NRP1-CendR mod	bovine MsrA act	SUMO1 PPI mod	LMPTP block	Scp1 inh	STEP inh	MsrA inhibitor	eLon inh
COc1ccc(CNC(=S)NC2CCCC2)cc1	-0.1	9	7	0	3	0.7	7	4	1.2	19
CCN1CC(O)=C(c2nc3ccccc3s2)C1=N	-0.8	6	-6	-2	2	-0.1	-9	2	2.4	-1
CN1c2ccsc2C(O)=C(C(=O)Nc2ccccc2)S1(=O)=O	-0.1	-3	16	-2	-1	-0.6	-16	1	3.3	0
CC1=C(C(=O)Nc2cccnc2)C(c2ccncc2)n2nnnc2N1 (stereo not drawn)	-0.1	4	-9	0	2	-1.8	-5	-2	-0.4	-6
CCCn1c(N2CCN(Cc3cccc(C)c3)CC2)nc2c1c(=O)[nH]c(=O)n2C	-0.7	2	9	2	0	-3.6	-10	-1	0.0	7
COc1cccc(-c2cnc(NCc3cc(Cl)ccc3O)n2C)c1	0.0	-8	12	-10	19	0.1	3	-1	·	1
COc1ccccc1N1CCN(S(=O)(=O)CCNC(=O)CCc2ccccc2)CC1	-0.3	1	-4	-2	-1	-0.7	·	-2	1.2	3
COc1ccc(/C=N/NS(=O)(=O)c2ccccc2)cc1OS(=O)(=O)c1ccc(C)cc1	-1.3	-4	2	-13	-3	2.2	-16	-2	0.3	-9
O=[N+]([O-])C(=C1NCCN1)C(Cl)=C(Cl)Cl	0.3	-1	-3	-10	0	-3.8	3	1	0.8	9
O=C(/C=C/c1ccc(Cl)cc1)N1CCN(c2ccc(Cl)cc2[N+](=O)[O-])CC1	-0.8	-3	-7	-4	-12	6.5	-6	12	1.1	-4
Cc1ccc(CN(C)C(=O)CN2C(=O)NC(c3ccccc3)(c3ccccc3)C2=O)c(C)c1	-0.3	4	10	-1	2	3.2	-12	-3	-0.4	1
CCCc1cc(=O)oc2c(CN3CCN(C)CC3)c(O)c(Cl)cc12	0.4	0	0	13*	2	-1.8	-2	-3	1.8	-1
CCn1cc(C(=O)N2CCCC2)c(=O)c2cc(S(=O)(=O)N(C)C)ccc21	2.6	0	-10	-9	5	-1.6	3	0	2.2	1
O=Cc1cccn1-c1ncc(Br)cn1	-1.3	6	6	-8	0	-1.7	2	0	2.4	3
O=C(C1=COCCO1)N1CCN(S(=O)(=O)c2cccc(Br)c2)CC1	-0.2	2	-10	-3	2	-1.6	-6	6	-0.2	1
CN[C@H]1C[C@H]2c3[nH]c4ccccc4c3CCN2C(=O)[C@H]1[C@H](C)O	-0.8	3	1	-6	-4	-1.7	·	0	2.3	-6
O=C1CC(C(=O)Nc2ccc(Cl)c(Cl)c2)S/C(=N\N=C\c2ccco2)N1 (stereo not drawn)	3.4	-4	21	-3	4	0.2	-7	3	0.5	5
CCN1C(=O)[C@H]2[C@@H](c3ccc(C(F)(F)F)cc3)N[C@]3(CCCN(Cc4ccccc4)C3=O)[C@H]2C1=O	-1.8	9	-13	-2	8	-2.4	·	1	0.2	5
Cc1ccc(N2CN(Cc3cccnc3)CNC2=S)c(C)c1	-0.9	1	21	-4	2	-3.0	-4	3	-0.4	9
O=C(COC(=O)CC1CC2CCC1C2)Nc1ccc(Cl)c(S(=O)(=O)N2CCOCC2)c1 (stereo not drawn)	-0.1	7	1	-1	1	1.7	-12	0	0.7	-2
Nc1ccc(C(=O)NN2C(=O)[C@H](Cl)C2c2ccc(Cl)cc2)cc1 (stereo partly drawn)	-0.3	-3	-20	-4	-13	0.5	10	0	0.5	5
COc1ccccc1C1CCN(C(=O)c2cccs2)CC1	-0.1	4	-3	-8	-1	-0.2	-4	-2	0.3	-13
COc1cccc(C(=O)Nc2nnc(S(=O)(=O)N3CCCCC3)s2)c1	0.4	3	-2	-12	11	-3.0	-1	-4	1.2	-3
CCn1c(=O)c(C(=O)CN2CCOCC2)c(N)n(Cc2ccccc2)c1=O	1.3	-2	3	-1	4	-1.3	-6	-3	-0.2	8
CCOC(=O)c1[nH]c(C)c(CCC(=O)OC)c1C	-0.2	-2	1	3	1	-1.1	-5	0	-0.4	0
Cc1nc2ccc(S(=O)(=O)N(C)CC(=O)NCCc3ccccc3)cc2s1	-0.8	2	2	-10	-3	0.6	6	-1	-2.0	2
CC(=O)OC1CC(C)(C)N(OC(=O)c2ccc(N)cc2)C(C)(C)C1	-0.2	2	7	-1	6	-0.7	-2	-1	-1.6	0
CCOc1ccccc1NC(=O)Cn1c(=O)n(-c2ccc(OC)cc2OC)c(=O)c2c(C)c(C(=O)N(CC)CC)sc21	-0.4	-1	-5	-4	-2	-0.6	-7	0	1.8	-6
O=C(CN(c1cccc(C(F)(F)F)c1)S(=O)(=O)c1ccc(Cl)c([N+](=O)[O-])c1)NCc1ccccc1	-1.3	8	15	-5	-3	-0.1	-2	3	0.1	-11
Cc1c(C(=O)O)sc(S(=O)(=O)N2CCN(C(=O)CCc3ccccc3)CC2)c1C(=O)O	-0.6	7	9	-6	3	-1.4	33	5	0.8	-1
COC(=O)C1=C(O)/C(=C\c2ccc(OCC(=O)Nc3ccccc3)cc2)N=C1C	-0.2	-2	4	0	2	-0.8	-7	0	1.9	-6
COc1cccc(N(CC(=O)NCCSc2ccccn2)S(C)(=O)=O)c1	-0.8	-2	1	1	-2	-0.7	-8	-4	0.3	5
Cc1ccccc1S(=O)(=O)NC(=O)C1(C)CCN1C(=O)C1(c2ccccc2)CC1 (stereo not drawn)	-0.3	8	-8	-4	-1	-0.8	·	2	0.7	3
COc1ccc(NC(=O)Cn2cnc3c(oc4nc5c(cc43)COC(C)(C)C5)c2=O)cc1	-0.8	2	-2	-6	2	-2.4	7	3	0.0	3
C[N+](C)(C)CCCCCC(=O)/C=N/O	-0.7	0	-3	-5	-1	-7.7	1	-1	-0.5	-19
O=C(c1ccc2ccccc2n1)N1CCN(S(=O)(=O)c2ccc(Cl)cc2)CC1	-0.2	0	-2	-5	2	-2.4	-10	1	-0.3	-4
CC1CCCC(C)N1C(=O)CSc1nc(N)cc(N)n1 (stereo not drawn)	0.1	4	5	-2	7	8.5	4	13	0.3	5
C/C(Cc1ccccc1)=N\NC(=O)c1ccc(F)cc1	-1.2	1	5	-4	-2	-0.9	-4	2	-1.1	1
COc1ccc2nc(NC(=O)C(NS(=O)(=O)c3cccc4nsnc34)C(C)C)sc2c1 (stereo not drawn)	0.2	-1	5	2	-21	1.2	0	-2	0.4	-3
CC(=O)c1ccc(N2Cc3ccccc3/C2=N\C(=O)Nc2ccccc2)cc1	0.2	-1	6	0	2	0.3	-3	-2	0.6	-8
CN(Cc1ccccc1)C(=O)c1ccccc1NC(=O)C1CC1	-0.2	0	-4	-3	2	-1.9	-5	2	-1.2	1
CC(=O)Oc1cccc(N2C(=O)c3ccc(C(=O)Nc4cccnc4)cc3C2=O)c1	-0.2	-3	-21	-3	-13	0.3	-11	-1	-0.5	10
O=C(CSc1nnc(-c2ccc(S(=O)(=O)N3CCCC3)cc2)n1CC1CCCO1)NC1CC1 (stereo not drawn)	-0.1	1	12	-3	1	-2.5	6	-2	-0.8	-8
CC(C)(C)OC(=O)C[C@@H]1C/C=C\C[C@@H](CC(=O)N(CCO)Cc2ccccc2)C(=O)N[C@H](Cc2ccccc2)COC1=O	-0.3	3	-9	-3	-1	1.2	0	0	0.0	-6
COc1ccc(C2CC(c3ccccc3)=NN2c2ccc(S(N)(=O)=O)cc2)cc1OC (stereo not drawn)	-0.5	-15	4	-8	-5	3.7	13	0	2.5	0
COc1ccc(C2C(C#N)=C(N)OC3=C2C(=O)CC(C)(C)C3)cc1 (stereo not drawn)	0.3	4	1	-3	7	1.3	-1	2	-1.1	-4
C=CCC(=O)N1CCCC(CCC(=O)NCc2ccccc2F)C1 (stereo not drawn)	0.2	0	-7	-2	3	0.1	23	-2	1.2	-6
CC(=O)N1CCN(c2ccc(NCc3ccc4c(c3)OCO4)cc2)CC1	-0.5	-19	10	0	-18	4.7	-5	2	-0.5	5
COc1ccc(CNC(=O)Cn2nc(C)c3c(C)n(-c4ccc(C)cc4)nc3c2=O)cc1OC	-0.6	2	-6	-7	5	-0.7	3	0	0.3	1
O=C(NCc1cccc(F)c1F)C1CCC(=O)N(C2CCCCCC2)C1 (stereo not drawn)	-0.1	1	14	-5	0	-1.9	-7	3	0.4	-9

Remaining list, next part
Compound	Tb MetRS inh	DNMT1 inh	NRP1-CendR mod	bovine MsrA act	SUMO1 PPI mod	LMPTP block	Scp1 inh	STEP inh	MsrA inhibitor	eLon inh
Cc1ccc(S(=O)(=O)Cc2ccc(C(=O)NC3CCCC3)o2)cc1	-0.3	11	-1	-1	-2	-0.3	13	1	-1.0	-4
CCN1C(=O)N[C@@H](CCc2ccccc2)[C@H](C(C)=O)[C@H]1C	0.6	5	-2	-3	1	-2.6	-9	1	-0.4	3
CN(CC(=O)Nc1ccccc1Cl)C(=O)COC(=O)C1CCN(c2ccc(C(F)(F)F)cn2)CC1	-0.1	4	5	-3	3	2.2	26	1	-0.7	-8
Cn1nc(C(=O)N2CCCCC2)c2c1-c1ccccc1S(=O)(=O)C2	-0.3	0	1	-1	-1	0.1	-1	-4	0.3	5
Cc1ccc(-n2cc(C(=O)c3ccc(F)cc3)nn2)cc1Cl	-1.2	20	-3	-6	11	-0.9	-2	-2	1.1	-10
Cc1cc(C)cc(Nc2cnn(C34CC5CC(CC(CC(=O)O)(C5)C3)C4)c(=O)c2Cl)c1	-1.3	-2	-13	-8	-7	-0.6	4	2	3.4	-6
Cc1cc(C)c(NC(=O)c2ccc3nccnc3c2)c(C)c1	-0.2	-8	-7	-3	-7	-0.2	-1	-2	0.9	-6
COc1cccc(NS(=O)(=O)c2ccc(-c3coc(C)n3)cc2)c1	-0.5	-4	-6	-3	1	-0.3	-3	-1	-1.5	14
CC(C)c1ccc(CNn2cnnc2)cc1	-0.8	0	-7	-2	-2	0.2	-20	0	-2.1	5
CN1C(C(=O)Nc2ccccn2)=C(O)c2sc(Cl)cc2S1(=O)=O	0.4	-2	-4	-1	1	-1.4	-14	2	1.6	1
